# Screening results: PubChem BioAssay, several laboratories
# Cdc42 wt: changes GTP binding to wildtype human Cdc42. P60953. GST-Cdc42 beads, Bodipy-GTP binding, flow cytometry; actives lie on both sides. percent activity (GTP binding), % at 10 µM. 190,000 tested, 0.2% active. AID 761;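 active = percent activity GTP binding at least 20 points away from the 100% baseline, either down as inhibitor or up as activator; inconclusive = compound flagged as likely green fluorescent from well-wide comparison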;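 note: median bead fluorescence of bound Bodipy-FL-GTP at 100 nM; 0% = excess unlabeled GTP control and 100% = no compound control; below 100% means less GTP binding so inhibitor and above means activator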
# Target sequence (P60953 whole entry, looked up): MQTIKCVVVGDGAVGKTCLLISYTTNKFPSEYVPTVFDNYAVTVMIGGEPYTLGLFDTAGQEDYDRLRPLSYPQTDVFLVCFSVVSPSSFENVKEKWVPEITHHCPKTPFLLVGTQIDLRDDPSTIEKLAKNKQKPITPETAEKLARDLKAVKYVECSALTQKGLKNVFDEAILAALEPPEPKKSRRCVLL
# Rab7 wt GTP bind: alters GTP binding to wildtype dog Rab7; GTP binding activity (percent of control), % at 10 µM; 190,000 tested, 0.055% active; GST-Rab7 beads, fluorescent GTP binding, flow cytometry; actives lie on both sides; untreated = 100%, excess cold GTP = 0%; AID 758;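 active = fluorescent GTP binding to Rab7 beads changed by at least 20 points from the 100% baseline, either direction, mostly lower; inconclusive = compound itself probably fluorescent, or too few beads counted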;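 note: median green fluorescence of bound Bodipy-FL-GTP per Rab7 bead population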
# Mcl1 Noxa PPI: disrupts binding of human Mcl-1 to Noxa peptide; inhibition, % at 21.7 µM; Q07820; TR-FRET Mcl-1/Noxa peptide binding, 2 h; 220,000 tested, 1.5% active;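 active = compounds that cut the protein-peptide binding signal by more than 50% relative to plate controls in a single-dose test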;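 note: His-tagged Mcl-1 with rhodamine Noxa BH3 peptide and terbium anti-His antibody; 0% = Mcl-1 plus Noxa peptide wells and 100% = peptide-only wells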
# Target sequence (Q07820 whole entry, looked up): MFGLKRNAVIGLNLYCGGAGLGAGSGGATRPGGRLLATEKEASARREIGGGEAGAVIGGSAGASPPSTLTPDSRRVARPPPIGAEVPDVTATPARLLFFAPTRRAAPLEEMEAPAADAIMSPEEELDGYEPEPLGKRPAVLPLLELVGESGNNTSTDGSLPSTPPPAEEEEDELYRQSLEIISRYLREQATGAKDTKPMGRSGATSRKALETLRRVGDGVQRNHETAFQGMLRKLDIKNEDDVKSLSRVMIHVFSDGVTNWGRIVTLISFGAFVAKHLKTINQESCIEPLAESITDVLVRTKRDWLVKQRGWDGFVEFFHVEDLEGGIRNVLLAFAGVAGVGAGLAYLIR
# HRas wt GTP: modulators of GTP binding to human HRas wildtype. 190,000 tested, 0.14% active. GST-Ras wt beads, Bodipy-FL-GTP binding, flow cytometry; actives lie on both sides. AID 759. P01112. GTP binding activity, % at 10 µM;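 active = GTP binding activity at least 20% away from the 100% baseline, either lowered as inhibitor or raised as activator; inconclusive = flagged as likely green fluorescent, judged across all proteins in the well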;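 note: 0% = unlabeled GTP competition control and 100% = no-compound control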
# Target sequence (P01112 whole entry, looked up): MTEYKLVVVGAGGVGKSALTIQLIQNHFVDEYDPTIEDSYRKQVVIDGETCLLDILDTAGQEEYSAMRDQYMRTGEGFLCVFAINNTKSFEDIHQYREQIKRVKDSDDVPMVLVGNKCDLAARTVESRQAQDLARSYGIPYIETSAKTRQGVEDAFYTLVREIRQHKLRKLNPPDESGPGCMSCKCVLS
# Pf gamet viab: kills late stage P. falciparum gametocytes | P. falciparum stage V gametocytes, ATP luminescence, 24 h | 150,000 tested, 0.065% active | inhibition, % at 10.9 µM | AID 743093;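 active = inhibition above the mean plus 3 SD of compounds within the control limits, set per campaign, cut at about 38% in these data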;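 note: 0% = DMSO wells and 100% = medium only without gametocytes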
# Rac1 wt GTP bind: modulators of human Rac1 wildtype GTP binding. GST-Rac1 beads, fluorescent GTP binding, flow cytometry; actives lie on both sides; 0 = cold GTP competed, 100 = untreated. 190,000 tested, 0.27% active. AID 757. GTP binding activity (% of control), % at 10 µM;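 active = GTP binding activity at least 20 points away from the 100% control level, either lower or higher; inconclusive = compound flagged as likely green fluorescent, judged across all proteins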
# Rab2A wt mod: changes GTP binding to wildtype dog Rab2A, up or down. P61105. GST-Rab2 wt beads, Bodipy-GTP binding, flow cytometry. GTP binding activity, % at 10 µM. 190,000 tested, 0.19% active;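 active = GTP binding activity at least 20 points away from 100%, either lowered or raised; inconclusive = signal likely due to the compound's own green fluorescence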;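 note: 0% = beads with excess unlabeled GTP and 100% = no-compound control corrected for plate trend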
# Avidin fluor: compound fluoresces at 488/530 nm on avidin beads | compound fluorescence 488/530 nm, flow cytometry; active compounds read high | fluorescence (KMESF) at 10 µM | 220,000 tested, 0.38% active | AID 1775; in the data active = fluorescence above about 47; note: inactives centre near 10
# ABCB1 block: inhibitors of human ABCB1 transporter, ABCG2 counter-screen. P08183. 190,000 tested, 0.067% active. CCRF-Adr cells, JC-1 efflux, flow cytometry. inhibition, % at 6.6 µM; in the data active = inhibition above about 40%;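 note: 0% = vehicle and 100% = reference inhibitor; higher value means more JC-1 retained so stronger ABCB1 efflux block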
# Rac1 act GTP bind: alters GTP binding to activated mutant human Rac1 | P63000 | GST-Rac1 activated beads, fluorescent GTP binding, flow cytometry; actives lie on both sides; 100% means binding = to untreated wells | percent activity (GTP binding), % at 10 µM | 190,000 tested, 0.11% active | AID 764;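 active = GTP binding at least 20 percentage points away from the 100% baseline, in either direction, so actives lie on both sides; inconclusive = Compound likely fluorescent itself, or too few beads counted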
# ABCG2 inh: inhibitors of human ABCG2 transporter, ABCB1 counter-screen; 190,000 tested, 0.1% active; IgMXP3 cells, JC-1 efflux, flow cytometry; Q9UNQ0; inhibition, % at 6.6 µM;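 active = inhibition above 80%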;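 note: 0% = DMSO and 100% = nicardipine control wells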
#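 System: two drug-resistant human cell lines, ABCG2 and ABCB1; controls: nicardipine high and DMSO low controls; times: 10 min exposure at 25 °C with rotation, no wash; detection: flow cytometry of retained JC-1 fluorescence; read-out basis: percent efflux inhibition, scaled nicardipine 100% to DMSO 0%; doses: one concentration, 6.6 µM final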
# * hit, by the source's call; ? = inconclusive; . = not tested or not shown.
# Screens in order – Cdc42 wt	Rab7 wt GTP bind	Mcl1 Noxa PPI	HRas wt GTP	Pf gamet viab	Rac1 wt GTP bind	Rab2A wt mod	Avidin fluor	ABCB1 block	Rac1 act GTP bind	ABCG2 inh
1) CSc1nnc(NC(=O)c2cc3ccccc3oc2=O)s1
    102	99	26	101	.	106	101	7	0.4	99	7
2) Cc1cc(-n2c(C)cc(C(=O)CCl)c2C)no1
    92	96	4	95	1	97	94	12	0.7	92	6
3) CC(C)CN1CCC(C(=O)NCC2CCCO2)CC1 (centres undefined)
    100	97	17	98	.	102	98	15	0.3	99	0
4) CN(C)[C@@H](CO)c1nnc([C@H](Cc2ccc(O)cc2)NC(=O)C2CCNCC2)o1
    97	95	2	95	.	93	95	5	0.3	97	1
5) N#Cc1c(NC(=O)CCCl)sc2c1CCCCC2
    98	94	7	98	-13	103	95	7	0.2	97	1
6) CCOCc1nnc(NC(=O)CSCc2ccccc2)s1
    100	104	-2	100	-4	103	104	20	-0.8	98	-2
7) CC(C)(C)C(=O)NC1CCN(S(=O)(=O)c2cccc(C(F)(F)F)c2)CC1
    100	99	16	99	.	101	97	25	0.0	96	0
8) N#Cc1c(/N=C/c2ccccc2)oc(-c2ccccc2)c1-c1ccccc1
    94	89	-4	92	.	93	93	5	-0.1	92	0
9) CC(=O)c1cccc(NC(=O)N2C3CCC2CC(NC(=O)Nc2ccccc2)C3)c1 (centres undefined)
    98	102	17	98	4	97	97	12	0.9	97	1
10) COc1cc(C(=O)Nc2cccc(-c3nc4cc(C)cc(C)c4o3)c2)cc(OC)c1OC
    103	101	-2	106	.	102	98	21	0.9	96	2
11) CC(=O)c1ccc(Nc2nc(=O)c3cccnc3s2)cc1
    98	101	5	99	.	100	100	9	0.2	95	3
12) CCc1c(C)sc(NC(=O)c2noc(C)c2[N+](=O)[O-])c1C#N
    93	97	29	92	.	95	92	10	1.8	89	47
13) Cc1cccc(NC(=O)CCOc2ccccc2)c1
    106	104	16	102	5	105	103	4	0.0	101	0
14) Cc1cc(C)n2c(nc3ccccc32)c1C(=O)NCc1ccccc1
    93	92	7	91	.	94	95	12	-0.2	91	13
15) Cc1cc2ccccn2c1C(=O)c1ccc([N+](=O)[O-])o1
    100	98	17	99	-1	100	98	24	1.0	98	6

# Sorted by heavy-atom count (lowest first): some entries from above.
# Screens in order – Cdc42 wt	Rab7 wt GTP bind	Mcl1 Noxa PPI	HRas wt GTP	Pf gamet viab	Rac1 wt GTP bind	Rab2A wt mod	Avidin fluor	ABCB1 block	Rac1 act GTP bind	ABCG2 inh
3) CC(C)CN1CCC(C(=O)NCC2CCCO2)CC1 (centres undefined)
    100	97	17	98	.	102	98	15	0.3	99	0
14) Cc1cc(C)n2c(nc3ccccc32)c1C(=O)NCc1ccccc1
    93	92	7	91	.	94	95	12	-0.2	91	13
4) CN(C)[C@@H](CO)c1nnc([C@H](Cc2ccc(O)cc2)NC(=O)C2CCNCC2)o1
    97	95	2	95	.	93	95	5	0.3	97	1

# The listing continues:
# Screens in order – Cdc42 wt	Rab7 wt GTP bind	Mcl1 Noxa PPI	HRas wt GTP	Pf gamet viab	Rac1 wt GTP bind	Rab2A wt mod	Avidin fluor	ABCB1 block	Rac1 act GTP bind	ABCG2 inh
16) COc1ccc(C)cc1S(=O)(=O)NC1CCCC1
    101	102	25	99	.	100	101	9	0.1	98	0
17) O=C(NCc1ccco1)N1c2ccccc2Sc2ccccc21
    100	98	19	99	20	103	101	23	0.0	101	0
18) COc1cc2c(cc1NC(=O)/C=C/c1ccc([N+](=O)[O-])cc1)oc1ccccc12
    100	99	32	101	0	101	101	14	-0.9	100	-6
19) COc1ccccc1-c1nc(-c2ccncc2)no1
    103	106	-1	105	-8	100	104	13	0.8	98	12
20) Cc1nn(CC(=O)Nc2cccnc2)c(=O)c2ccccc12
    103	97	6	99	0	103	99	10	0.0	100	0
21) O=C(CCS(=O)(=O)CCN1CCOCC1)NCNC(=O)CCS(=O)(=O)CCN1CCOCC1
    94	96	-5	95	.	101	98	25	-0.1	94	1
22) CCCC1CCc2c(sc(NC(=O)c3cccs3)c2C(N)=O)C1 (centres undefined)
    101	98	32	102	.	100	99	8	-0.1	98	0
23) O=c1ccccn1Cc1c(Cl)cccc1Cl
    101	102	-13	101	.	103	99	29	0.6	101	1
24) COCCNC(=O)Cn1nc(C)c([N+](=O)[O-])c1C
    97	103	-9	100	-16	98	99	10	0.6	97	1
25) O=C(O)CCCNS(=O)(=O)c1ccc(Br)s1
    97	93	18	96	2	92	94	30	1.0	94	3
26) CN(C)N1C(N)=C(C#N)C(c2cccnc2)C2=C1CC(C)(C)CC2=O (centres undefined)
    103	102	22	103	-4	102	102	5	0.1	100	1
27) Cc1ccc2cc(C#N)c(SCC(=O)NNC(=O)Cc3ccccc3)nc2c1
    105	98	-368	100	1	105	99	7	-0.9	99	-7
28) COc1cc(CCN2C(=O)c3cccc4cccc(c34)C2=O)c(S(=O)(=O)N2CCC(C)CC2)cc1OC
    96	99	-27	101	3	103	99	13	0.9	99	0
29) CCN(c1ccccc1)S(=O)(=O)c1ccc(Cl)c(C(=O)OCC(=O)NC(=O)C(C)C)c1
    101	99	-9	96	-4	104	101	11	0.6	95	4
30) Oc1ccc(Br)cc1CNn1cnnc1
    108	98	16	103	.	106	103	8	0.4	101	2
31) COCc1[nH]nc2c1C(c1ccsc1)C(C#N)=C(N)O2 (centres undefined)
    101	97	5	100	-1	97	97	25	0.1	97	2
32) O=C(COc1ccc2ccccc2c1)Nc1cccc2c1C(=O)NC2=O
    86	96	-119	91	.	88	87	24	0.2	85	0
33) Nc1cc(=O)[nH]c(SC/C=C/c2ccccc2)n1
    98	101	8	99	.	98	100	33	-0.1	95	1
34) COc1cc(NC(=O)CCc2nc(-c3cccs3)no2)cc(OC)c1OC
    102	108	4	104	.	106	103	14	-1.0	101	40
35) Cc1c(C)n(CC(O)CN2CCCCCC2)c2ccccc12 (centres undefined)
    103	101	3	101	5	105	100	9	0.4	98	1
36) N/C(=N\OC(=O)CSc1ccccc1)c1cccc([N+](=O)[O-])c1
    95	96	-12	99	4	101	97	5	0.3	100	22
37) O=C(NN1C(=O)C2C3c4ccccc4C(c4ccccc43)C2C1=O)C1CC1 (centres undefined)
    97	97	40	98	9	99	100	16	0.4	98	0
38) Nc1ccc(NC(=O)c2cccs2)cc1
    97	99	10	98	.	101	97	12	-0.3	97	0
39) CCN1CCN(c2ncnc3c2c(-c2ccccc2)cn3-c2ccc(F)cc2)CC1
    94	93	11	95	24	99	95	11	1.7	97	-2
40) Cc1cc(-c2ccc(Cl)cc2)c(C#N)c(N)n1
    98	93	-2	97	-8	98	96	15	0.4	95	3
41) C=CCn1c(SCC(=O)c2c(N)n(C)c(=O)n(C)c2=O)nc2sc(CC)cc2c1=O
    99	98	-8	100	.	101	99	13	1.6	100	6
42) CSc1ncccc1C(=O)Nc1ccc(S(=O)(=O)NC2=NCCCCC2)cc1
    ?	?	6	?	-48	?	?	9	1.2	?	9
43) Cn1cc(/C=N\NC(=O)C2COc3ccccc3O2)c2ccccc21 (centres undefined)
    98	97	15	99	17	100	99	14	0.1	100	8
44) COc1ccccc1CC(Cc1nc2ccccc2[nH]1)c1nc2ccccc2[nH]1 (centres undefined)
    96	90	-15	94	.	96	95	9	0.5	95	2
45) Cc1ccc(N2CC(C(=O)Nc3ccc(N(C)C)cc3)CC2=O)cc1C (centres undefined)
    98	100	75*	99	16	101	98	22	-0.5	100	-2

# Following part.
# Abbreviations: A = Cdc42 wt; B = Rab7 wt GTP bind; C = Mcl1 Noxa PPI; D = HRas wt GTP; E = Pf gamet viab; F = Rac1 wt GTP bind; G = Rab2A wt mod; H = Avidin fluor; I = ABCB1 block; J = Rac1 act GTP bind; K = ABCG2 inh
46) O=C(Cc1ccccc1)N/N=C/c1cc(Br)c(Br)o1
  A = 99	B = 100	C = 39	D = 100	E = 9	F = 98	G = 97	H = 14	I = 0.4	J = 96	K = 20

47) S=C(NC1CCCCC1)N(CCc1nc2ccccc2[nH]1)C1CCCC1
  A = 102	B = 100	C = 24	D = 101	E = -5	F = 107	G = 101	H = 7	I = 1.9	J = 98	K = 8

48) CC(=O)c1ccc(NC(=O)CN2C(=O)COc3ccc(Cl)cc32)cc1
  A = 102	B = 100	C = 18	D = 101	E = .	F = 99	G = 100	H = 6	I = 1.5	J = 97	K = 11

49) Cn1cc(CN2CCCC(CO)(Cc3cccc(Cl)c3)C2)cn1 (centres undefined)
  A = 103	B = 99	C = 68*	D = 101	E = -14	F = 103	G = 100	H = 7	I = 0.0	J = 98	K = 3

50) CCCN1C(=O)SC(CC(=O)Nc2cccc3ccccc23)C1=O (centres undefined)
  A = 103	B = 98	C = 4	D = 101	E = -24	F = 103	G = 100	H = 23	I = 2.8	J = 100	K = 17

51) Cc1ccc(N(C(=O)CCC(=O)Nc2cc(C)on2)C(C(=O)NC2CCCC2)c2cccs2)cc1 (centres undefined)
  A = 100	B = 97	C = 11	D = 100	E = .	F = 99	G = 99	H = 8	I = 0.9	J = 97	K = 1

# Results in Pf gamet viab, Rab7 wt GTP bind and Cdc42 wt, for some of the entries so far:
no.	mol	Pf gamet viab	Rab7 wt GTP bind	Cdc42 wt
48	CC(=O)c1ccc(NC(=O)CN2C(=O)COc3ccc(Cl)cc32)cc1	.	100	102
49	Cn1cc(CN2CCCC(CO)(Cc3cccc(Cl)c3)C2)cn1 (centres undefined)	-14	99	103
50	CCCN1C(=O)SC(CC(=O)Nc2cccc3ccccc23)C1=O (centres undefined)	-24	98	103
51	Cc1ccc(N(C(=O)CCC(=O)Nc2cc(C)on2)C(C(=O)NC2CCCC2)c2cccs2)cc1 (centres undefined)	.	97	100
